# Assay outcomes as filed in PubChem.
# L3MBTL1 block: L3MBTL1 (human) inhibition; Q9Y468; AlphaScreen L3MBTL1–H3K9me1 peptide binding; Potency, µM (series often up to 57.1 µM), without a hit: at the top dose activity, negative = inhibition, usual class: inhibitors; hit rate 0.66% among 230,000; AID 485360; active means well fitted inhibition curve with a large enough effect; inconclusive means small, poorly fitted or top-dose-only effect; inactive means no such curve, though single readings can be large or run the other way; further: nearly all actives have a fitted effect of over 60% in size
# Target sequence (Q9Y468 whole entry, looked up): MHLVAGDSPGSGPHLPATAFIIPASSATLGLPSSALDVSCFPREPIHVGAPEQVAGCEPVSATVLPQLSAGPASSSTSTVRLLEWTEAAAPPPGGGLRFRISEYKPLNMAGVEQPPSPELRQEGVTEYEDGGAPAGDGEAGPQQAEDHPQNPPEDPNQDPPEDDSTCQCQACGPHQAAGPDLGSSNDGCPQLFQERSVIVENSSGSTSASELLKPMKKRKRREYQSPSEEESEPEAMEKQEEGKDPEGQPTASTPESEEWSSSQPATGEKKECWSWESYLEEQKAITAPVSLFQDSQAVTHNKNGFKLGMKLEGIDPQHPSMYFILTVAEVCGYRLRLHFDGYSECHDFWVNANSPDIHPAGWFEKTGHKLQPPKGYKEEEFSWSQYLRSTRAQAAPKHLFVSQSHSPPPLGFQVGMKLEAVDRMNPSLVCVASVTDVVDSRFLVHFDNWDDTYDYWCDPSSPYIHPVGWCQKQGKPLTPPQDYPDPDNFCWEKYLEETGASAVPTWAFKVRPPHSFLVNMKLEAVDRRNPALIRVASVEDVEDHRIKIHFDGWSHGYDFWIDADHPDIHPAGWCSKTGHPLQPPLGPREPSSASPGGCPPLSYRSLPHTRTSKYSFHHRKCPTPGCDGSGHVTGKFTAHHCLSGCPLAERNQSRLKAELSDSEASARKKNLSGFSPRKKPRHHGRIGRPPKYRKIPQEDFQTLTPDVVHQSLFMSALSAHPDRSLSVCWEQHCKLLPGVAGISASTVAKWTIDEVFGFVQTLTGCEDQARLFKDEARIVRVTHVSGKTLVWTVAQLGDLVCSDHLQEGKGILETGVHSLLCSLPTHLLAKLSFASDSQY
#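 Displacement of a biotinylated histone H3(1-15) peptide monomethylated at Lys9 (75 nM) from L3MBTL1 (50 nM) was measured by AlphaScreen after a 30 min room-temperature compound incubation; cefsulodin titration served as intraplate control.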
# Starred values were filed as active, the others as inactive; ? = inconclusive; [ ] = another dose, or the depositor's remark. On the % scale 0 is the no-effect control and ±100 the full control effect; potency means the concentration at half of the fitted maximal effect. This is a subset (hit frequency here may not be typical).
canonical_smiles | L3MBTL1 block
O=C(CN1C(=O)NC2(CCCCCCC2)C1=O)NCc1ccc(Cl)cc1 | 1%
Cc1noc(C)c1C(=O)OCC(=O)Nc1ccccc1SCC#N | -2%
N#CCCNS(=O)(=O)c1ccc(C(=O)OCC(=O)Nc2ccc3c(c2)OCO3)cc1 | -1%
CCN(C[C@H]1N[C@@](CC)(C(=O)OC)[C@H]2C(=O)N(Cc3ccccc3)C(=O)[C@@H]12)S(=O)(=O)c1ccc(F)cc1 | -6%
CCN(CC)CCCn1c2c(c(SCC(=O)Nc3nc(C)cs3)nc1=O)CCC2 | -5%
Cc1ccc(S(=O)(=O)N2CCCCC2)cc1NC(=O)c1ccncc1 | -2%
Cc1ccc(C)c(NC(=S)NCc2ccccc2)c1 | -7%
O=C(NCc1cccnc1)c1cccc(S(=O)(=O)Nc2ccc(F)cc2)c1 | 9%
CCCCNC(=O)C1CCN(Cc2ccc(OCc3ccccc3)c(OC)c2)CC1 | 0%
O=CN1CCN(C(=O)c2cc3cc(Cl)ccc3[nH]2)CC1 | -3%
COC(=O)[C@H](Cc1ccccc1)N1C/C=C\COc2c(Cl)cc(Cl)cc2S1(=O)=O | 14%
Cc1ccc(C2(C)NC(=O)N(CC(=O)Nc3ccc(S(=O)(=O)Nc4nccs4)cc3)C2=O)cc1 (centres undefined) | -15%

# Later entries
canonical_smiles | L3MBTL1 block
COC(=O)[C@]1(C)N[C@H](CN(C)C(=O)c2ccc(C(C)(C)C)cc2)[C@@H]2C(=O)N(Cc3ccccc3)C(=O)[C@@H]21 | 7%
COc1ccc(C(=O)NCCNc2ccc([N+](=O)[O-])cc2)cc1OC | -2%
CC(C)[C@H](N)c1cn([C@@H](CO)C(=O)N2CCNCC2)nn1 | -12%
COc1ccccc1N1CCN(C(=O)CCNC(=O)c2ccco2)CC1 | 2%
Cc1ccc(NC(=O)COC(=O)CN2C(=O)C3CCCCC3C2=O)cc1C (centres undefined) | 4%
O=S(=O)(Nc1cccc(Cl)c1)c1cccc(-n2cnnn2)c1 | 0%
CC(NC(=O)CCNC(=O)c1ccco1)c1ccccc1 (centres undefined) | 1%
CN1CCCN(C(=O)c2ccc(Cl)cc2)CC1 | 20%
Fc1ccc(-c2nnc(-c3ccc(F)cc3)o2)cc1 | -7%
CN(Cc1cccc(F)c1)C(=O)c1ccc(S(=O)(=O)N2CCOCC2)cc1 | 1%
O=C(CCNC(=O)c1ccc([N+](=O)[O-])cc1)Nc1nc2ccccc2[nH]1 | -2%
COc1c2ccccc2nc2ccccc12 | -2%

# New compounds follow
canonical_smiles | L3MBTL1 block
O=C(COC(=O)c1ccc(Br)o1)Nc1ccc2c(c1)OCCO2 | 6%
S=c1[nH]c2ccccc2n1CCOc1ccccc1 | 25%
CC(C)(C)NC(=O)C(OC(=O)c1ccco1)c1ccccc1F (centres undefined) | 0%
CC(C)CC1(C)NC(=O)N(CC(=O)N2C(C)CCCC2C)C1=O (centres undefined) | 6%
CCCNC(=O)c1onc(CS(=O)(=O)c2cc(C)cc(C)c2)c1C(=O)NCCC | 7%
Cc1ccc(C(=O)CCC(=O)OCC(=O)N2c3ccccc3NC(=O)C2(C)C)cc1 | -5%
Cc1nc2ccc(Oc3ccccc3)cc2s1 | 36%[activator]
O=C(COc1coc(CN2CCCc3ccccc32)cc1=O)Nc1ccccc1 | 0%
Cc1occc1C(=O)NNC(=O)CN1C(=O)NC2(CCCCC2)C1=O | -7%
O=C(NCCN1C(=O)S/C(=C\c2ccc(Cl)c([N+](=O)[O-])c2)C1=O)C1=COCCO1 | -4%
COC(=O)[C@@]1(Cc2ccccc2)[C@H]2C(=O)N(Cc3ccccc3)C(=O)[C@H]2[C@H]2CN=C(SCc3ccc(Cl)cc3)N21 | 6%
COc1ccccc1CN(C)CC(=O)Nc1cccc(S(=O)(=O)N2CCCCC2)c1 | -14%

# Later entries
canonical_smiles | L3MBTL1 block
Cc1ccc(SCC(=O)Nc2cc(S(=O)(=O)N3CCCCC3)ccc2C)cc1 | 2%
Cc1ccc(S(=O)(=O)N2[C@@H](c3ccc(Br)cc3)C(C(=O)O)=CC[C@H]2c2ccc(Cl)c(Cl)c2)cc1 | -3%
NC(=O)C1CCCN(C(=O)c2ccc(S(=O)(=O)N3CCCCCC3)cc2)C1 (centres undefined) | 5%
Cn1c(C=O)c(C#CC(C)(C)O)c2ccccc21 | 2%
Cc1cc(C(=O)OCC(=O)N2CCCCCC2)ccc1[N+](=O)[O-] | 4%
Cc1ccc(C)c(C(=O)CCC(=O)NNC(=O)Cn2nc(C)cc2C)c1 | 9%
CC(C)(C)[C@H]1COC(=O)CC/C=C\C[C@@H](CC(=O)N(CCO)Cc2ccccc2)C(=O)N1 | -2%
O=C(NN1C(=O)NC2(CCCCC2)C1=O)c1cc(F)cc(F)c1 | 3%
Cc1ccc(NS(=O)(=O)c2cc(C(=O)NCCCN(C)C)ccc2Cl)cc1Cl | -14%
CC(C)[C@H](NC(=O)c1ccc([N+](=O)[O-])cc1Cl)C(=O)N1CCN(C/C=C/c2ccccc2)CC1 | -7%
N#CCCN(C(=O)COC(=O)CCN=C1NS(=O)(=O)c2ccccc21)c1ccc(F)cc1 | 5%
Cn1nnnc1SCC(=O)Nc1sccc1C(N)=O | 1%

# Following part.
canonical_smiles | L3MBTL1 block
COC(=O)c1ccc(N2NC(=O)/C(=C/c3ccc(OC)c(OC)c3)C2=O)cc1 | -6%
NC(=O)c1ccsc1NC(=O)CCS(=O)(=O)c1ccc(F)cc1 | -5%
Cc1cc2c(cc1C)C(c1ccccc1OC(C)C)CC(=O)N2 (centres undefined) | -10%
CN(CC(=O)Nc1ccc(Cl)c(C(F)(F)F)c1)C(=O)c1cccc(N2C(=O)CCC2=O)c1 | 36%[activator]
Cc1c(C(=O)N2CCC2)oc2ccc(Cl)cc12 | 5%
COCCN(CCOC)c1nc(-c2ccc([N+](=O)[O-])cc2)nc2ccccc12 | 3%
CCCCN(C(=O)c1[nH]c(C)c(C(=O)OCC)c1C)c1c(N)n(CCCC)c(=O)[nH]c1=O | -1%
COc1ccc(Cl)cc1NC(=O)C/C(C)=N/NC(=O)c1ccc(O)cc1 | -11%
Cc1cccc(C)c1NC(=O)CNC(=O)C1CCCN(C(=O)c2ccc(Cl)cc2)C1 (centres undefined) | 3%
O=C1CC2(CCCC2)C(=O)N1CN1CCN(S(=O)(=O)c2ccc(F)cc2F)CC1 | 1%
C[C@H](NS(=O)(=O)c1ccc2c(c1)OCCCO2)C(=O)N1CCN(c2ccc(F)cc2)CC1 | 7%
CCCN(CC(=O)Nc1ccccc1C)C(=O)c1oc2ccc(OCC)cc2c1C | 2%

# Next part.
canonical_smiles | L3MBTL1 block
CCOC(=O)[C@@H]1[C@H]2COc3cc(OC)ccc3[C@H]2N2C(=O)N(c3cccc(F)c3)C(=O)[C@]12C | -4%
O=[N+]([O-])c1ccc(O)c(C=Nc2cccc3ccccc23)c1 | 3%
CC(C(=O)Nc1ccccc1C#N)N1C(=O)NC2(CCCCCC2)C1=O (centres undefined) | ?
COC(=O)CN1C(=O)[C@H]2[C@@H](c3ccc(C)o3)N3C(=O)CN(Cc4ccccc4)C(=O)[C@@]3(Cc3ccccc3)[C@H]2C1=O | 5%
CC(NC(=O)COC(=O)c1nc(Cl)ccc1Cl)c1ccccc1 (centres undefined) | 1%
COC(=O)[C@@]1(Cc2ccccc2)[C@H]2C(=O)N(Cc3ccccc3)C(=O)[C@H]2[C@H]2CN=C(SCC(=O)c3ccccc3)N21 | -2%
CCc1noc(C)c1C(=O)NNC(=O)COc1cc(C)ccc1C | -5%
CCCN(CC(=O)Nc1ccc(F)c(F)c1F)C(=O)CCc1nc2ccccc2c(=O)[nH]1 | 15%
CCC(=O)c1cn(CC(=O)Nc2ccccc2)c2ccccc12 | -2%[2.29 µM]
CCN(CC)CCCNC(=O)c1ccc(S(=O)(=O)Nc2ccc(C)c(C)c2)cc1 | -5%
CC(C)CN(C(=O)C1CC1)c1c(N)n(Cc2ccccc2)c(=O)[nH]c1=O | 9%
O=C(Nc1ccncc1)OCc1ccccc1 | -3%

# Following part
canonical_smiles | L3MBTL1 block
CCOC(=O)C1=C(COC(=O)COc2ccccc2C(C)C)NC(=O)NC1C (centres undefined) | 2%
CSc1ncccc1C(=O)OCC(=O)NCc1ccccc1 | -2%
Cc1ccccc1NC(=O)Cc1nc(COC(=O)c2ccc(Cl)c(S(N)(=O)=O)c2)cs1 | -11%
COc1ccccc1N(CC(=O)NC1CCCC1)S(=O)(=O)c1cccc(C(F)(F)F)c1 | 5%
O=C(O)c1ccc(NC(=S)NC(=O)c2cccnc2)cc1 | -3%
O=C(CN1C(=O)NC(c2ccc(F)cc2)C1=O)Nc1ccc2c(c1)OCCO2 (centres undefined) | 1%
O=C(NCCCCNC(=O)c1ccc(F)cc1)c1ccc(F)cc1 | 5%
CC(=O)C[C@H](O)CC(=O)[C@H]1OC(=O)CCCCC/C=C/Cc2ccccc21 | -8%
COc1ccc(-c2c(C#Cc3ccsc3)c3cc(-c4ccc(C(N)=O)cc4)ccc3n2C)cc1 | -6%
COc1cccc(NC(=O)CN(C)C(=O)/C=C/c2cn(-c3ccccc3)nc2-c2cccs2)c1 | -10%
NC(=O)CC(NC(=O)Cc1cccc2ccccc12)c1ccc(NCCN2CCCCC2)c([N+](=O)[O-])c1 (centres undefined) | -8%
Cc1cc(C)nc(Nc2cccc(C(F)(F)F)c2)n1 | 5%

# The listing continues.
canonical_smiles | L3MBTL1 block
CS(=O)(=O)Nc1ccccc1C(=O)NCCSc1ccccc1 | 0%
CCCN(CC(=O)Nc1ccccc1C)C(=O)CC(NC(=O)c1ccccc1)c1ccccc1 (centres undefined) | 27%
COc1ccccc1OCCNC(=O)CNC(=O)c1ccc(C(C)(C)C)cc1 | 1%
CC#CC(=O)N1CCCC(Cc2cccc(OC)c2)(C(=O)OCC)C1 (centres undefined) | 2%
Cc1ccc(OC(C)C(=O)Nc2ccc(F)cc2)c([N+](=O)[O-])n1 (centres undefined) | 32%[activator]
CN(C)CCNc1oc(-c2ccccc2Cl)nc1S(=O)(=O)c1ccccc1 | -3%
O=C(O)CCc1ccc(-c2ccccc2)n1CC(=O)Nc1cccc(C(F)(F)F)c1 | -6%
O=C(OCC(=O)N1CCc2ccccc21)c1ccc([N+](=O)[O-])cc1 | 45%[activator]
NC(=O)CSc1nc2cccnc2n1-c1ccc(F)cc1 | -14%
COc1ccc(N2CC(NS(=O)(=O)c3ccc4ccccc4c3)CC2=O)cc1 (centres undefined) | -3%
Cc1nc(-c2cccc(NC(=O)c3cccc(S(=O)(=O)N4CCCC4)c3)c2)cs1 | 5%
CCCCn1c(N)c(N(CC(C)C)C(=O)Cn2c(=O)cnc3ccccc32)c(=O)[nH]c1=O | 6%

# Additional structures follow:
canonical_smiles | L3MBTL1 block
Oc1ccc(C[C@@H]2CNCCN2CCc2cccc(F)c2)cc1 | 8%
COc1ccccc1N1CC(C(=O)Nc2nc(C)cs2)CC1=O (centres undefined) | 0%
Nc1oc2ccccc2c1C(=O)Cc1ccccc1O[C@@H]1O[C@H](CO)[C@@H](O)[C@H](O)[C@H]1O | 11%
COC(=O)[C@@]12CCCCN1[C@H](c1ccc(-c3ccc(C(C)=O)cc3)cc1)[C@H]1C(=O)N(C)C(=O)[C@H]12 | 5%
COc1cccc2c1-c1c(C(=O)O)cccc1C2=O | 2%
CC(C)n1cc(CN2CCN(C)C(CCO)C2)c2ccccc21 (centres undefined) | -9%
N#CC1(NC(=O)COc2ccc(S(=O)(=O)N3CCCC3)cc2[N+](=O)[O-])CCCCC1 | 4%
COC(=O)c1ccc(C)c(NC(=O)CSc2nc3[nH]c(=O)cc(O)c3s2)c1 | -5%
O=C(COC(=O)c1cc[n+]([O-])cc1)Nc1ccc(Cl)c(C(F)(F)F)c1 | 26%
Cc1ccc(S(=O)(=O)N2CCOCC2)cc1NC(=O)CSc1nnc(NC2CC2)s1 | -5%
CN1C(=O)[C@H]2[C@@H](C3CC3)N3C(=O)CN(Cc4ccc(-c5ccccc5)cc4)C(=O)[C@@]3(C)[C@H]2C1=O | -6%
CC(=O)c1c(C)[nH]c(C(=O)CSc2nnc(NC3CC3)s2)c1C | 8%

# (next part)
canonical_smiles | L3MBTL1 block
Cc1ccc(Cl)c(NC(=O)COC(=O)C2CCC2)c1Cl | -3%
COc1ccc(F)cc1S(=O)(=O)N1CCN(c2ccccn2)CC1 | 0%
Cc1ccc(C(=O)NC2=NCCS2)cc1Cl | 0%
COc1ccc(OC)c(CCNC(=O)c2cccc(NC3=NC4CS(=O)(=O)CC4S3)c2)c1 (centres undefined) | -6%
Cc1ccsc1-c1cc(C(=O)O)c2c(ccc3ccccc32)n1 | 7%
